Screening results (PubChem)
CatS inh = blocks human cathepsin S protease activity | P25774 | recombinant cathepsin S, AMC dipeptide fluorescence, pooled mixtures | inhibition, %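 (tested at 5 µM per compound within 10-compound mixtures)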 | hit rate 0.06% among 62,000 | AID 501; in the data active = inhibition above about 32%, passing the limit was not always enough;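 also: 0% = enzyme without compound and 100% = blank without enzyme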
CatB mix inh = human cathepsin B inhibition by mixtures. P07858. Purified cathepsin B, AMC dipeptide fluorescence, compound mixtures. inhibition, %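 (ten-compound pools at 5 µM per compound and 50 µM total)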. hit rate 0.06% among 62,000; in the data active = inhibition above about 22%, passing the limit was not always enough;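 also: 0% = enzyme without compound and 100% = no enzyme blank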
E coli RNAP = inhibitors of Escherichia coli RNA polymerase | P0A8V2 | E. coli RNA polymerase, fluorescence transcription assay | inhibition, %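 (tested at 10 µM)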 | hit rate 0.2% among 62,000 | AID 559; in the data active = inhibition above about 20%;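 also: 0% = enzyme without compound and 100% = no enzyme blank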
AP complement = alternative pathway complement inhibition, orthogonal assay; Human serum alternative complement pathway, LPS-coated ELISA, C3 deposition; tested in compound mixtures; inhibition, % at 5 µM; hit rate 0.08% among 62,000;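 active = inhibition above 30% in each of the two pooled mixtures holding the compound, so the lower value exceeds 30%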;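 also: 0% = serum in Mg-EGTA without compound and 100% = EDTA serum blank; some compounds past the cut are filed as inactive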
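Medium: diluted human serum in Mg2+-EGTA GVB++. Assay system: human serum complement alternative pathway, C3 deposition onto LPS. Also added: Plate-bound LPS. Technique: Anti-C3 ELISA, OD 450 nm. Measure: percent inhibition. Incubation: 1 h at 37 °C. Dosing: 5 µM each compound, pools of ten, 50 µM per pool.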
FXIa mix inh = inhibitors of human coagulation factor XIa, pooled mixtures; inhibition, % at 5 µM; purified FXIa, fluorogenic substrate; hit rate 0.19% among 62,000; AID 680; P03951; in the data active = inhibition above about 20%, passing the limit was not always enough;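 also: each value is inhibition by a whole ten-compound pool holding the compound; 0% = enzyme with no mixture and 100% = wells lacking enzyme; strong numbers were not always called active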
CatL inh = blocks human cathepsin L protease activity | purified cathepsin L, fluorogenic substrate, fluorescence | P07711 | hit rate 0.17% among 58,000 | inhibition, %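 (tested at 10 µM)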; in the data active = inhibition above about 45%;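 also: 0% = enzyme with no compound and 100% = no enzyme blank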
Target sequence (P07711 114-288 limits assumed): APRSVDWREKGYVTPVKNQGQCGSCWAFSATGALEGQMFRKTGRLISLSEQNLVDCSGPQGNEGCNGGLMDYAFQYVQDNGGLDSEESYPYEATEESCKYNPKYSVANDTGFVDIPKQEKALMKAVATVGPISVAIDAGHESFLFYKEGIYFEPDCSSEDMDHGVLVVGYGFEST
Target sequence (P07711 292-333 limits assumed): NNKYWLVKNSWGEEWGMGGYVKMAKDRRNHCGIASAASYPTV
CatG inh = cathepsin G (human) inhibition; P08311; purified enzyme, AMC-tetrapeptide fluorescence, pooled mixtures; inhibition, % at 5 µM (by protocol); hit rate 0.2% among 62,000; AID 581;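 active = inhibition above 20% in each of the two mixture wells holding the compound; inactive = inhibition of 20% or less in either well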;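 also: 0% = enzyme control without mixture and 100% = blank lacking enzyme; strong numbers were not always called active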
C1s block = blocks human complement C1s protease activity; AID 538; hit rate 0.16% among 62,000; purified C1s, fluorogenic AMC substrate, pooled mixtures; mean inhibition % of two 10-compound mixtures (stronger effect = higher value), % at 5 µM (by protocol);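 active = inhibition above 20% in each of the two 10-compound mixture wells holding the compound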;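 also: 0% = enzyme wells lacking compound mixture and 100% = no-enzyme blank wells; some compounds called inactive have numbers as strong as hits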
Target sequence (P09871 16-437 limits assumed): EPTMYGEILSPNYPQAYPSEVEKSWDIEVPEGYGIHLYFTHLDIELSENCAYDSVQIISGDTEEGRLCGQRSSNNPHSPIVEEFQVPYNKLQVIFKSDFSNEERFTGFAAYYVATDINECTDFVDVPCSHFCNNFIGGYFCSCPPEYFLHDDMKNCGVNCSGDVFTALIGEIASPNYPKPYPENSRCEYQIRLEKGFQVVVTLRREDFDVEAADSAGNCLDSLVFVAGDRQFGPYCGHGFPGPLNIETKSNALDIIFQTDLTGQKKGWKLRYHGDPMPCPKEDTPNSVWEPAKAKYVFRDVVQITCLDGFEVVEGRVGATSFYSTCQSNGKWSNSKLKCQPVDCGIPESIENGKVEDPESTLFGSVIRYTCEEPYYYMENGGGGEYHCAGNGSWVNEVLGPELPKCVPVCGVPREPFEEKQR
Target sequence (P09871 438-688 limits assumed): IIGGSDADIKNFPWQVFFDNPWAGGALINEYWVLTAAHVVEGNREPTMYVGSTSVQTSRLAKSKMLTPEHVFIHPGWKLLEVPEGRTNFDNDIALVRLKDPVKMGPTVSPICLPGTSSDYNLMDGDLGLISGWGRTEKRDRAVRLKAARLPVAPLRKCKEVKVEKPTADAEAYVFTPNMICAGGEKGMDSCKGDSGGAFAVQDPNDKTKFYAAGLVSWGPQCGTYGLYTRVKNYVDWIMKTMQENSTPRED
CatB block = inhibitors of human cathepsin B; purified cathepsin B, fluorogenic substrate, fluorescence; inhibition, %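 (tested at 10 µM)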; hit rate 0.1% among 63,000; AID 453; P07858; in the data active = inhibition above about 21%;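 also: 0% = enzyme with no compound and 100% = no enzyme blank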
* = called active by the depositor; . = not tested or not shown. Only part of the results is shown, so the mix of outcomes need not match the whole.

Each structure is followed by: FXIa mix inh	CatG inh	CatB block	E coli RNAP	AP complement	C1s block	CatB mix inh	CatS inh	CatL inh
CC(C)OC(=O)c1cn(-c2ccccc2)nc1-c1ccco1
    -5	9	4	10	12	-27	3	0	6
COc1ccc(-c2[nH]nc3oc(=O)cc(C)c23)cc1
    6	8	6	7	13	0	0	-3	.
O=C1c2cccc3cccc(c23)C(=O)N1c1nccs1
    5	-2	5	8	-11	-9	5	14	6
CCc1nccn1S(=O)(=O)c1ccc2ccc(C)cc2c1
    -6	-18	10	-2	-11	-31	5	10	12
COC(=O)C1=C2SC(C)C(=O)N2C(N)=C(C#N)C1c1cc(OC)c(OC)c(OC)c1 (centres undefined)
    6	-12	2	-1	-18	-16	2	-3	9
O=C(CS(=O)(=O)Cc1ccccc1)NCC1CCCO1 (centres undefined)
    4	11	-1	7	8	58	5	-1	5
CCOc1cccc(C(=O)Nc2cccc(-c3nnc(-c4ccc(C)cc4)o3)c2)c1
    13	-7	4	-6	-6	-42	-3	15	-57
O=C(CNS(=O)(=O)c1cccc2nsnc12)NCc1ccc(Cl)cc1
    4	-11	6	4	-4	31	4	6	0
CCN(Cc1ccccc1)C(=O)Cn1c(=O)n(CC(=O)NCc2ccco2)c(=O)c2sccc21
    3	-2	-6	-2	10	2	2	-14	-2
c1ccc(-n2nnc3cnccc32)cc1
    3	6	3	9	13	5	4	0	3
CCc1c(C)nc2ncnn2c1N1CCCC(C(=O)NCCc2ccc(OC)cc2)C1 (centres undefined)
    5	-5	-4	-6	-3	-2	-1	5	-3
CC1CCCC(C)N1CCNC(=O)C1CCN(S(=O)(=O)N2CCCCC2)CC1 (centres undefined)
    11	-5	4	-10	-2	-8	3	6	-1
CCOc1ccc2nc(SCC(=O)N(C)C3CCS(=O)(=O)C3)[nH]c2c1 (centres undefined)
    -4	8	5	4	1	-10	-1	2	36
CCOC(=O)COc1ccc2nsnc2c1Cl
    -16	-7	-2	5	-7	-105	-9	-19	-15
COc1ccc(-c2ccc(Nc3ccc(S(=O)(=O)N4CCCC4)cc3)nn2)cc1OC
    9	14	1	5	-6	19	4	6	14
Cc1ccc(CC(=O)NCC(C)C)cc1
    8	0	-2	2	8	4	5	-6	-9
OC(CN1CCN(c2ccccc2)CC1)c1c[nH]c2ccccc12 (centres undefined)
    3	12	-1	4	12	-6	2	-4	-9
Brc1ccc(-c2cnc(-c3cccs3)o2)cc1
    5	0	-5	.	6	-5	4	15	-5
COc1ccc(C2CC(c3c(Cl)cccc3Cl)n3nc(N)nc3N2)cc1 (centres undefined)
    5	8	0	1	14	12	3	5	2
Cn1c(=O)c2c(nc(N3CCCCCC3)n2CC(O)COc2ccc(Cl)cc2)n(C)c1=O (centres undefined)
    8	1	-2	8	4	4	4	13	-3
CCOC(=O)CC(=O)CSc1nc(N)c(C#N)c(-c2ccc(Cl)cc2)c1C#N
    16	-3	9	3	17	-30	8	15	12
Cc1ccccc1-n1nnnc1SCc1ncc(-c2ccccc2)o1
    6	-2	0	-4	15	2	0	3	2
Nn1c(SCC(=O)Nc2ccc(F)cc2)nnc1C1CCCCC1
    0	7	0	-2	7	4	-2	-7	-5
O=C(O)COCC(=O)Nc1ccc2c(c1)CCC2
    0	11	3	4	7	13	-1	4	18
N#CC1(c2c(O)nc3n(c2=O)CCCS3)CCCCC1
    9	4	-1	3	8	-5	-5	-15	17
Cc1ccc(OCC(=O)O)c(-n2nc3ccccc3n2)c1
    4	-4	6	7	-11	2	43	12	6
CC1CCCN(C(=O)C2c3ccccc3C(=O)N3CCc4ccccc4C23)C1 (centres undefined)
    -2	8	2	-2	26	3	2	-7	-1
COCc1nnc(NC(=O)CS(=O)(=O)Cc2ccccc2)s1
    -5	1	2	10	19	-65	1	-23	21
CCCn1cc(NC(=O)C2CC(c3cccc(Br)c3)=NO2)cn1 (centres undefined)
    10	-1	-2	-4	1	3	1	1	.
CSc1nc2ccccc2n1Cc1cccc(F)c1
    4	4	4	6	1	-63	1	-6	10
CCOc1ccc(N(CC(=O)Nc2ccc(OC)cc2)S(=O)(=O)c2c(C)noc2C)cc1
    9	-2	-7	2	22	-2	2	-11	-10
O=C(NCCCN1CCOCC1)c1ccc(CS(=O)(=O)Cc2ccc(Cl)cc2)o1
    1	11	6	6	4	-7	4	0	-1
COc1nc(Nc2nc3ccccc3c(=O)[nH]2)nc2ccc(C)cc12
    9	8	4	6	0	5	1	7	.
CNC(=O)c1c(O)c2cccc3c2n(c1=O)CC3
    4	-7	-1	7	4	11	2	-6	6
CC1Cc2ccccc2N1C(=O)CSc1nnnn1-c1ccc2c(c1)OCCO2 (centres undefined)
    3	3	0	9	-5	1	7	21	-10
O=c1oc2ccccc2c2c1ncn2-c1ccccc1
    1	-5	.	-7	8	-35	-6	-11	2
COC(=O)CN1C(=O)C2(C(C#N)=C(N)Oc3c2c(C)nn3-c2ccccc2)c2ccccc21 (centres undefined)
    2	-4	-4	8	1	-76	3	10	-7
CC1=C(C#N)C(=O)NC(C)(C)C1
    6	15	4	8	4	15	7	15	-5
COCCN(CCOC)C(=O)c1cc2sc3ccccc3c2s1
    8	8	0	10	7	7	1	2	7
O=C(CCC(=O)N1CCCC1)Nc1nnc(C2CCCCC2)s1
    8	10	3	.	32	13	-1	-5	7
CCCn1c(SCC(=O)Nc2nc(C)c(C(=O)OC)s2)nnc1C(C)C
    5	11	-1	6	8	16	6	10	15
COC(=O)c1ccccc1NC(=O)C1CCCN(c2nnc(-n3cccc3)s2)C1 (centres undefined)
    5	-7	4	2	-5	6	-2	15	.
Cn1nnc2cc(C(=O)NCCC3=CCCCC3)ccc21
    28	36	-2	1	8	-2	-2	12	11
Cc1ccc2c(Cl)cc(Cl)c(OCc3c(C)noc3C)c2n1
    -1	-10	-1	-10	-14	-24	2	9	0
CCOC(=O)c1c(C)n(C)c2ccc(OCC(O)CN(CC)CC)cc12 (centres undefined)
    12	6	2	3	19	10	-1	-4	0
COc1ccc(/C=N/n2cnnc2)cc1COc1ccccn1
    6	11	0	8	7	11	1	-3	0
Cc1csc(Sc2nc3c(c(=O)[nH]c(=O)n3C)n2Cc2ccccc2Cl)n1
    6	3	0	0	4	-5	-2	-1	1
CCN1C(=O)c2cccc3c(NC(=O)c4ccc(S(=O)(=O)N5CCOCC5)cc4)ccc1c23
    6	1	-2	7	4	-10	7	17	17
CCCN(CCC)CCCNC(=O)c1cn(CCOC)c(=O)c2c1c1ccccc1n2C
    14	-2	1	-7	8	-6	1	-7	-13
Cc1nc2cc(N3CCN(C)CC3)c(NC(=O)Cc3ccccc3)cc2c(=O)n1Cc1ccccc1
    12	3	-4	4	4	2	6	4	-12
O=C1OCC(c2ccccc2)=C1c1ccc(S(=O)(=O)N2CCOCC2)s1
    14	3	4	9	17	-28	6	14	13
Cc1cc(NCCN2CCCCC2)n2c(nc3ccccc32)c1C#N
    -9	4	0	3	3	-72	5	-2	-10
O=c1[nH]c(CN2CCCCC2)nc2c1C1(CCCCC1)Cc1ccccc1-2
    4	0	7	10	7	-32	3	3	10
O=S(=O)(c1ccc(F)c(Cl)c1)N1CCCC1
    1	4	-2	1	9	-1	33	48	12
CCOC(=O)N1CCC2(CC1)C(C#N)=C(N)Oc1c2sc2nc(C)cc(C)c12
    -3	10	17	8	-17	2	-3	30	7
Cc1ccc(P(=O)(CC(=O)O)c2ccc(C)cc2)cc1
    5	6	-2	5	12	1	2	-3	5
O=C(NCc1ccc2c(c1)OCO2)c1ccc(C2SCC(=O)N2Cc2ccco2)cc1 (centres undefined)
    1	-8	-1	-6	-5	-14	2	3	0
Cc1c(=O)n(OCc2ccccn2)c2ccccc2[n+]1[O-]
    14	4	-3	9	2	5	6	10	1
CCc1nnc(NC(=O)CSc2nnc(COc3ccccc3)n2Cc2ccccc2)s1
    -2	7	1	6	10	-5	-3	1	15
CCN(CC)S(=O)(=O)c1ccc(C2CNC(=O)C2)cc1 (centres undefined)
    -3	8	0	2	23	0	4	-1	-1

The list goes on:
Each structure is followed by: FXIa mix inh	CatG inh	CatB block	E coli RNAP	AP complement	C1s block	CatB mix inh	CatS inh	CatL inh
CC1N/C(=C\C(=O)c2ccccc2)N(O)C1(C)C (centres undefined)
    10	9	1	.	4	-1	-2	3	.
CSc1nc(SCC(=O)NCc2ccco2)c2c3c(sc2n1)CN(C)CC3
    7	2	3	4	-4	-4	3	23	.
CS(=O)(=O)N(Cc1ccc(F)cc1)Cc1nc2ccccc2c(=O)[nH]1
    6	10	0	6	-7	12	8	12	-5
O=C(c1ccccc1)c1ccc2nc(N3CCCCC3)c3nncn3c2c1
    5	5	-1	-1	29	-4	2	0	-3
Cc1c(C(=O)NCc2cccnc2)oc2ccc(S(=O)(=O)N3CCCCC3)cc12
    1	13	2	9	5	5	7	-1	5
CCc1nc(N2CCN(C(=O)c3ccco3)CC2)c2oc3ccccc3c2n1
    2	1	-5	4	10	0	4	7	0
C=CCOc1nc(N(C)C)nc(N(C)C)n1
    -5	5	0	7	5	-41	-11	-8	1
COc1ccc(OC)c2c1sc(=NC(=O)C(C)(C)C)n2C
    6	-2	0	2	34	2	5	-1	.
C=CCOc1ccccc1/C=N/O
    -1	3	4	9	-3	-14	0	-8	14
Fc1ccc(C2=Nn3c(nnc3-c3n[nH]c4c3CCC4)SC2)cc1
    7	1	-5	5	17	4	2	8	-1
CCc1nnc(NC(=O)CCC(=O)N2CCCC2)s1
    0	-4	3	6	-16	38	5	9	0
